Screens from PubChem BioAssay.
PREPL inh – inhibitors of human prolyl oligopeptidase-like enzyme PREPL. inhibition, % at 5.96 µM. AID 2751. 320,000 tested, 0.68% active. recombinant PREPL, fluorescence polarization activity-based probe. Q4J6C6; in the data active = inhibition above about 43%;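 note: 0% = enzyme with DMSO and 100% = wells lacking enzyme; many of its hits are not listed in these tables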
PAFAH1B2 inh – blocks human PAF acetylhydrolase 1b catalytic subunit 2 | recombinant PAFAH1B2, FP-rhodamine activity probe, fluorescence polarization | inhibition, % at 3.39 µM | AID 492953 | 340,000 tested, 1.2% active;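 active = inhibition above the mean of all tested compounds plus 3 SD, cut at about 24% in these data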;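 note: 0% = enzyme with DMSO and 100% = wells lacking PAFAH1B2; many of its hits are not listed in these tables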
Target sequence (P68402 whole entry, looked up): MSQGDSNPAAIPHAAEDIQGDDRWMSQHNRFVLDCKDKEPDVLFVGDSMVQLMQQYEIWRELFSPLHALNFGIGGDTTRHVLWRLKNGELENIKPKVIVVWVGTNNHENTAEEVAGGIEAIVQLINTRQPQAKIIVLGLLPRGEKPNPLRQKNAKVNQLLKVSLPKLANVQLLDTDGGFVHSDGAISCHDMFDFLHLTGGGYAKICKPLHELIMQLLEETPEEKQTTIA
LYPLA2 inh – counter-screen for PME1 inhibitors: inhibitors of human LYPLA2. O95372. recombinant LYPLA2, FP-Rh probe fluorescence polarization. inhibition, % at 5.9 µM. 320,000 tested, 0.38% active;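 active = inhibition above the screen-wide mean plus 3 SD, limit set per campaign, cut at about 26% in these data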;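 note: 0% = LYPLA2 with DMSO and 100% = wells lacking LYPLA2 enzyme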
Target sequence (O95372 whole entry, looked up): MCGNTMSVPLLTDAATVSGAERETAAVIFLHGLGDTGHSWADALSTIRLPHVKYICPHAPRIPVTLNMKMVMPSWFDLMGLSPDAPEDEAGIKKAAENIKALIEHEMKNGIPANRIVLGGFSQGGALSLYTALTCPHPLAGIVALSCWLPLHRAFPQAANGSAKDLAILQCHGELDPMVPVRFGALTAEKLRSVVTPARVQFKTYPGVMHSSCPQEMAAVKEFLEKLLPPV
PAFAH1B3 FP inh – inhibitors of human PAFAH1B3. Q15102. recombinant PAFAH1B3, FP-rhodamine probe, fluorescence polarization. inhibition, % at 3.39 µM. 340,000 tested, 0.28% active;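 active = inhibition above the screen-wide average of all tested compounds plus 3 SD, cut at about 25% in these data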;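 note: 0% = enzyme with DMSO only and 100% = wells lacking PAFAH1B3 protein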
Target sequence (Q15102 whole entry, looked up): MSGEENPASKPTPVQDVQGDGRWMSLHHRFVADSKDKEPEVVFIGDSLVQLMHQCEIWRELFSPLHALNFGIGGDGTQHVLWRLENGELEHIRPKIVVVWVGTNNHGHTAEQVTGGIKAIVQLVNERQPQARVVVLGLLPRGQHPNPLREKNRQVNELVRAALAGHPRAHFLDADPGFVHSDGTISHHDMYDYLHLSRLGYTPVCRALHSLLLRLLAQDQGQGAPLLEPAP
pPAFAH FP inh – inhibitors of human plasma PAF acetylhydrolase (pPAFAH). Q13093. recombinant pPAFAH, FP-rhodamine probe fluorescence polarization. inhibition, % at 3.39 µM. 330,000 tested, 1.5% active. AID 463082;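 active = inhibition above the mean inhibition across the screen plus 3 SD, cut at about 25% in these data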;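 note: inhibitors block binding of the rhodamine activity-based probe so polarization drops; 0% = enzyme with DMSO and 100% = wells lacking pPAFAH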
EBNA-1 inhibitor – blocks EBNA-1 binding to DNA | inhibition, % at 14.8 µM | 300,000 tested, 0.34% active | EBNA-1 DNA binding, fluorescence polarization; in the data active = inhibition above about 28%
PAFAH2 FP inh – inhibitors of human PAFAH2; Q99487; recombinant PAFAH2, FP-rhodamine activity probe, fluorescence polarization; inhibition, % at 3.39 µM; 340,000 tested, 0.99% active;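 active = inhibition above the mean over all tested compounds plus 3 SD, cut at about 30% in these data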;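 note: inhibitors block probe labeling of enzyme so polarization drops; 0% = enzyme with DMSO and 100% = wells lacking PAFAH2 protein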
ZTA counter – ZTA (EBV) inhibition in EBNA-1 counter-screen. inhibition, % at 11 µM. ZTA-DNA binding, fluorescence polarization. 320,000 tested, 0.15% active. AID 2234; in the data active = inhibition above about 33%
Target sequence (P03206 whole entry, looked up): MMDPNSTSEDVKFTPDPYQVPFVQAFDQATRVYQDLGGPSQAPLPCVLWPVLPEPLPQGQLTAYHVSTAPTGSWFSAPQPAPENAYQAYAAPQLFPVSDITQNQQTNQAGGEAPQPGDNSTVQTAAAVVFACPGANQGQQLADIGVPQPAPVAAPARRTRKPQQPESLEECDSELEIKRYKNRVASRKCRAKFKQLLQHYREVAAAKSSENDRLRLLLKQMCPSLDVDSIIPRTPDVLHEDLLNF
LYPLA1 inh – LYPLA1 (human) inhibition in PME1 counter-screen; inhibition, % at 5.9 µM; recombinant LYPLA1, FP-Rh probe fluorescence polarization; 320,000 tested, 0.16% active; AID 2174;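 active = inhibition above the mean of all tested compounds plus 3 SD, set per campaign, cut at about 14% in these data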;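 note: inhibitors block serine hydrolase probe labeling of LYPLA1 so polarization falls; 0% = enzyme with DMSO and 100% = wells lacking LYPLA1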
* = called active by the depositor; / = no result given. Some of the compounds tested. The share of hits here may be higher or lower than overall.

Values in the order – PREPL inh | PAFAH1B2 inh | LYPLA2 inh | PAFAH1B3 FP inh | pPAFAH FP inh | EBNA-1 inhibitor | PAFAH2 FP inh | ZTA counter | LYPLA1 inh
Cc1cc2cc3c(cc2nc1SCC(=O)N1CCOCC1)OCO3
  -2 | 3 | 3 | -5 | -1 | 2 | 3 | 0 | 1
N#Cc1ccc(C(=O)Nc2cccc3cccnc23)c(F)c1
  0 | 4 | -1 | 4 | -3 | 5 | 16 | 13 | 3
CCOc1ccc2nc(NC(=O)CSc3nnc(-c4ccncc4)n3CC3CCCO3)sc2c1 (stereo unspecified)
  20 | 2 | 5 | -5 | 1 | -1 | -2 | -18 | -4
CN1/C(=C\C=N\O)C(C)(C)c2ccccc21
  -2 | 1 | 3 | -3 | 6 | 0 | 0 | 1 | 4
O=C(CSc1nnc(C2CC2)n1C1CC1)c1ccccc1F
  15 | 4 | 2 | 3 | 4 | / | 2 | -6 | 4
CCc1nc2ccccc2c(C(=O)OC2CCOC2=O)c1C (stereo unspecified)
  19 | -2 | 5 | 2 | 2 | -8 | 3 | -7 | 1
Cc1ccc(C)c(NC(=O)C(C)CC2COCCO2)c1 (stereo unspecified)
  5 | 5 | 3 | -2 | 4 | 3 | -6 | -8 | 1
CCOC(=O)c1ccc(N2C(=O)c3cccc4c(C(=O)O)ccc(c34)C2=O)cc1
  13 | -3 | -6 | 3 | 1 | -17 | 3 | -3 | 0
Cc1ccc(-c2nnc(N3CCCCC3)c3ccccc23)cc1S(=O)(=O)NCC1CCCO1 (stereo unspecified)
  17 | 2 | 7 | 16 | 10 | 6 | 5 | -15 | -4
O=C1CC(NCc2cccs2)C(=O)N1c1ccc(Cl)cc1 (stereo unspecified)
  -14 | 3 | 5 | 2 | -1 | -9 | 0 | -9 | 1
CCc1c(C)nc2cc(-c3ccc(OC)cc3)[nH]n2c1=O
  23 | 5 | -4 | -2 | -1 | 7 | 4 | -5 | -1
Cc1nn(Cc2ccc(Cl)c(Cl)c2)c(C)c1NC(=O)c1cc(-c2ccco2)on1
  7 | -12 | -17 | -16 | 13 | 0 | -19 | -13 | -13
Cn1cc(CN2CCC(Oc3ccc(C(=O)N4CCCC4)cc3)CC2)cn1
  5 | 0 | 8 | 2 | 4 | 9 | -5 | 3 | 4
Cc1ccc(Oc2nn[nH]n2)cc1
  5 | 3 | -3 | 7 | -4 | -2 | 20 | -13 | -1
CC1(C)CCc2cc(CN3CCN(c4ccccn4)CC3)ccc2O1
  -1 | 1 | 2 | 4 | 3 | 1 | -9 | 16 | 1
O=C(COC(=O)C12CC3CC(CC(Br)(C3)C1)C2)Nc1cccc(S(=O)(=O)N2CCOCC2)c1
  -3 | 31* | / | 2 | 1 | / | 2 | / | /
CCOCC(=O)Nc1ccc(Br)c(C)c1
  -7 | / | -2 | / | -2 | -14 | / | 0 | -1
Cc1cc(C)c(N(C(=O)c2csnn2)C(C(=O)NC2CCCC2)c2ccncc2)c(C)c1 (stereo unspecified)
  -4 | 4 | -6 | -1 | 1 | 0 | 3 | -14 | -5
CC(C)c1ccc2oc(-c3ccc(N)cc3)nc2c1
  22 | 13 | 7 | 10 | 20 | -4 | 4 | -3 | 8
O=C(Nc1cccnc1)c1cc(F)cc(F)c1
  -4 | 1 | 2 | 10 | -3 | 1 | -6 | -9 | -1

The list goes on; the last 4 above are carried over.
Values in the order – PREPL inh | PAFAH1B2 inh | LYPLA2 inh | PAFAH1B3 FP inh | pPAFAH FP inh | EBNA-1 inhibitor | PAFAH2 FP inh | ZTA counter | LYPLA1 inh
CCOCC(=O)Nc1ccc(Br)c(C)c1
  -7 | / | -2 | / | -2 | -14 | / | 0 | -1
Cc1cc(C)c(N(C(=O)c2csnn2)C(C(=O)NC2CCCC2)c2ccncc2)c(C)c1 (stereo unspecified)
  -4 | 4 | -6 | -1 | 1 | 0 | 3 | -14 | -5
CC(C)c1ccc2oc(-c3ccc(N)cc3)nc2c1
  22 | 13 | 7 | 10 | 20 | -4 | 4 | -3 | 8
O=C(Nc1cccnc1)c1cc(F)cc(F)c1
  -4 | 1 | 2 | 10 | -3 | 1 | -6 | -9 | -1
COc1cc2c(cc1NC(=O)CN(C)Cc1nc3ccccc3c(=O)[nH]1)oc1ccccc12
  -19 | 7 | 0 | 1 | 1 | 6 | 13 | 3 | 0
Cn1c(CNC(=O)Nc2ccccc2)nnc1SCc1ccccc1
  0 | -5 | -4 | 1 | 4 | 5 | -9 | 2 | -3
CCCCCOC(=O)Cn1c(N2CCOCC2)nc2c1c(=O)[nH]c(=O)n2C
  17 | -3 | -7 | 1 | -7 | -6 | -3 | -8 | 0
Cn1c2cc(Br)sc2c2cnn(Cc3ccc(F)cc3F)c(=O)c21
  -8 | 0 | / | -5 | 1 | / | -4 | / | /
O=C(NCCN1CCN(C(=O)c2ccc(F)cc2)CC1)C(=O)NCc1ccccc1
  0 | 7 | -1 | 3 | -3 | -7 | -2 | -12 | 3
COc1ccc(C(=O)n2nc(-c3ccco3)nc2SC)cc1OC
  -1 | 1 | 3 | 2 | 6 | 12 | 11 | -13 | 6
O=c1c2ccccc2nc(SCc2ccc([N+](=O)[O-])cc2)n1-c1ccc(Cl)cc1
  8 | -9 | 0 | 4 | 1 | 11 | 1 | 3 | 2
Cc1ccc(S(=O)(=O)[N-]c2nc3ccccc3nc2-[n+]2cc(C)cc(C)c2)cc1
  17 | 13 | 4 | 6 | -1 | 1 | 1 | -1 | 1
O=c1[nH]cnc2sc3c(c12)CCC3
  12 | 4 | -1 | 2 | -3 | -1 | 5 | -6 | 0
CC(C)C(=O)NC(=O)[C@@H]1CCCN1C(=O)/C=C/c1ccccc1
  -1 | 0 | -3 | -3 | 4 | -7 | 7 | -1 | 1
O=C(NCC1CCCO1)c1nc(Cn2ccc([N+](=O)[O-])n2)no1 (stereo unspecified)
  16 | 5 | 6 | 16 | 2 | -10 | -8 | -19 | 1
O=C(O)CSCC(=O)N1CCCN(c2nc3ccc(Cl)cc3s2)CC1
  14 | 1 | 7 | 12 | 8 | 4 | 1 | 2 | 2
CCN(CC)S(=O)(=O)c1ccc(-c2csc(C)n2)cc1
  1 | 5 | -1 | 3 | 0 | -12 | 11 | -13 | 0
O=C1/C(=C/c2cccnc2)CC/C1=C\c1cccnc1
  30 | 1 | -1 | 4 | -5 | -6 | -7 | -6 | -1
Cc1occc1-c1nnc(SCC(=O)NC2CCCC2)n1C
  7 | 7 | 4 | 5 | 2 | 5 | -5 | -7 | 2
Cc1nnc(NC(=O)CSc2nnc(CNC(=O)c3ccc(F)cc3)o2)s1
  13 | 7 | -1 | 0 | 2 | 8 | 0 | 14 | -2
Nc1nc(SCC(=O)N2CCCCC2)[nH]c(=O)c1NC(=O)c1ccccc1F
  9 | 0 | 9 | 4 | -5 | 9 | 1 | 0 | 2
COC(=O)c1ccc(/C=C2\CCn3c2nc2cc(C(=O)O)ccc2c3=O)cc1
  -8 | 4 | 1 | 6 | 5 | 7 | -23 | -4 | -9
Oc1oc(-c2cccc3ccccc23)nc1/C=N/c1nccs1
  6 | -3 | -4 | 0 | 7 | 4 | 5 | 10 | -7
O=C1C2CC=CCC2C(=O)N1c1cccc(OS(=O)(=O)c2ccc3ccccc3c2)c1 (stereo unspecified)
  23 | 19 | -3 | 5 | 1 | -6 | 10 | -3 | -3

New compounds follow.
Values in the order – PREPL inh | PAFAH1B2 inh | LYPLA2 inh | PAFAH1B3 FP inh | pPAFAH FP inh | EBNA-1 inhibitor | PAFAH2 FP inh | ZTA counter | LYPLA1 inh
O=C(CN(C(=O)c1csnn1)c1ccccc1)NCCc1ccccc1
  -1 | 1 | -3 | 2 | 0 | -1 | -1 | 2 | 1
CCN1CCN(S(=O)(=O)c2ccc(Cl)c(C(=O)NC(C)(C)C)c2)CC1
  -16 | 3 | 4 | 7 | 3 | -4 | 3 | -13 | 1
CCc1ccc(/C=N/NC(=O)c2cc(-c3cccc([N+](=O)[O-])c3)n[nH]2)cc1
  4 | -1 | 0 | -4 | 5 | 3 | 8 | 7 | 0
Cc1c(C(=O)OCC(=O)N(C)C2CCS(=O)(=O)C2)oc2ccc(Br)cc12 (stereo unspecified)
  7 | 2 | -1 | 3 | 5 | 5 | -4 | 5 | 2
CCOC(=O)C1(Cc2ccccc2C)CCCN(C(=O)CCc2c(C)noc2C)C1 (stereo unspecified)
  11 | 7 | 2 | 7 | 2 | -11 | 2 | 10 | 1
Cc1cccc2cc(CN(Cc3cccs3)C(=S)NCc3ccco3)c(=O)[nH]c12
  -6 | -3 | -15 | 16 | -2 | -16 | -6 | -2 | -5
COc1cc(OC)c(C(=O)NC2CCCc3ccccc32)cc1OC (stereo unspecified)
  10 | -1 | -8 | 1 | 5 | -1 | -4 | 17 | -4
COc1ccccc1C1C2=C(CC(C)(C)CC2=O)N(CC(=O)O)C2=C1C(=O)CC(C)(C)C2
  0 | 3 | 6 | 1 | 0 | 9 | -3 | 0 | -3
COc1cc(NC(=O)c2cccs2)ccc1NC(=O)Cc1ccccc1
  10 | 1 | -6 | -1 | 4 | 2 | 6 | 0 | -4
Cc1nn(CC#N)c(=O)n1N(C)c1ncc(C(F)(F)F)cc1Cl
  -2 | 1 | 6 | 2 | 7 | -8 | 13 | 8 | 4
CCOc1cc(CNc2ncc(-c3ccc(OC)cc3)n2C)ccc1O
  39 | 1 | 3 | 5 | -2 | -5 | 4 | -13 | 3
Cc1cc(-c2c(C)n([O-])c(C)c(C)[n+]2=O)ccc1F
  -4 | 1 | -2 | -11 | 4 | 0 | -14 | -7 | -1
CCc1ccc(Nc2nnc(SCC(=O)N(C)CC(=O)Nc3ccccc3CC)s2)cc1
  -2 | 9 | -2 | 7 | 18 | -7 | -5 | 9 | -2
COC(=O)C1CN(S(=O)(=O)c2ccc(NC(C)=O)cc2)CCS1 (stereo unspecified)
  -5 | 2 | -3 | 3 | 1 | -2 | -4 | 10 | -1
C#CCOCCOCCOCCNc1nc(N2CCN(C(=O)[C@H](CCCCN)n3cc(CN)nn3)CC2)nc(N2CCN(C(=O)[C@H](CCCCN)n3cc(CN)nn3)CC2)n1
  9 | 3 | / | 5 | -2 | / | 6 | / | /
Cc1ccc(C)c(NC(=S)NNC(=O)c2csc(C)c2)c1
  6 | 1 | -1 | 3 | 1 | 12 | 2 | 12 | -1
CCOC(=O)c1sc(NC(=O)CCC(=O)O)nc1C
  0 | 4 | 3 | 7 | 7 | 1 | 0 | 9 | 1
CC(=O)c1cccc(NC(=O)Cn2cc3c(n2)CCCC3)c1
  1 | 5 | 8 | 3 | 2 | 1 | -4 | 9 | 2
CN1CC(=O)N(CC(=O)Nc2ccc(OCc3ccccc3)cc2)C1=O
  6 | 8 | / | 5 | 3 | / | 1 | / | /
CCC(=O)N1CCc2cc(S(=O)(=O)N3CCN(c4cc(C)ccc4C)CC3)ccc21
  7 | 0 | 8 | 5 | -4 | -8 | 2 | -3 | 2
COc1ccc(C(=O)NC(CC(=O)O)c2cc([N+](=O)[O-])ccc2Cl)cc1 (stereo unspecified)
  -4 | / | -1 | / | 1 | -3 | / | -3 | -1

Compound profiles, from the list above. Order of values: PREPL inh | PAFAH1B2 inh | LYPLA2 inh | PAFAH1B3 FP inh | pPAFAH FP inh | EBNA-1 inhibitor | PAFAH2 FP inh | ZTA counter | LYPLA1 inh
CCc1nc2ccccc2c(C(=O)OC2CCOC2=O)c1C (stereo unspecified) as listed: 19 | -2 | 5 | 2 | 2 | -8 | 3 | -7 | 1
Cc1nnc(NC(=O)CSc2nnc(CNC(=O)c3ccc(F)cc3)o2)s1 as listed: 13 | 7 | -1 | 0 | 2 | 8 | 0 | 14 | -2
